DT40 TDP1 no CPT = qHTS for Inhibitors of human tyrosyl-DNA phosphodiesterase 1 (TDP1): qHTS in cells in absence of CPT. AID 686978, 2013. Potency, µM (top dose mostly 46.2 µM), for inactives: at the top dose activity change, negative = growth inhibition, hits mostly inhibitors. hit rate 15% among 420,000. DT40 Tdp1-/- hTDP1 cells, no CPT, ATP luminescence, 48 h; also: nearly all actives have a fitted effect of over 55% in size
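Readout: luminescence from CellTiter-Glo after 30 min in the dark at RT. Cells: DT40 Tdp1-/- with stable hTDP1, 400/well. Exposure: compounds alone, ≥48 hr, 37 °C.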
KAT2A inh = qHTS Assay for Inhibitors of GCN5L2; Histone acetyltransferase KAT2A (Homo sapiens), Q92830; GCN5L2 HAT assay, ThioGlo1 CoA-SH fluorescence; Potency, µM (highest dose often 58.9 µM), for the others: at the highest dose activity change, negative = inhibition, hits mostly inhibitors; hit rate 0.21% among 390,000
Target sequence (Q92830 whole entry, looked up): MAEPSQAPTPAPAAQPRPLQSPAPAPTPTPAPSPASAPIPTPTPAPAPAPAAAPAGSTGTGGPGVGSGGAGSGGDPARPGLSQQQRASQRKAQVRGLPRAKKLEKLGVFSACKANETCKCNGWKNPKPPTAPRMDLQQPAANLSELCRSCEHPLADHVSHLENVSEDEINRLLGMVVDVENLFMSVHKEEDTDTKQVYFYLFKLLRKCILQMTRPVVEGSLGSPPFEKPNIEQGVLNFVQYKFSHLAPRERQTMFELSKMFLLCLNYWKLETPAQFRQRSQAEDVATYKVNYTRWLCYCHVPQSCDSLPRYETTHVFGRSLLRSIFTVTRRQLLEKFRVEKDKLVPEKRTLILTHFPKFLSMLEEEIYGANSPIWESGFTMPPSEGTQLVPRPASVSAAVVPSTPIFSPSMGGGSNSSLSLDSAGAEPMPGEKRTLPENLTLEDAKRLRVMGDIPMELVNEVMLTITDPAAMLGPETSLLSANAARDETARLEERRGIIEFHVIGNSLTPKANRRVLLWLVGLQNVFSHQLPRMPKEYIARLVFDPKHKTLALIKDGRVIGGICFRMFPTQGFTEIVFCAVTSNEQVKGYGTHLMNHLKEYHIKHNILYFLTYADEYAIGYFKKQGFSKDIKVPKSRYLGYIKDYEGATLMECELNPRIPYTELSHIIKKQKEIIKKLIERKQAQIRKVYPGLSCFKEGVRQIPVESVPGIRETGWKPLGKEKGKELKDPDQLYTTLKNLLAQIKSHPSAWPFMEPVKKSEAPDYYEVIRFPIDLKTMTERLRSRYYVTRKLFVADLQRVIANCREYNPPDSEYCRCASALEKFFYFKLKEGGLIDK
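ThioGlo1-coupled HAT assay: 20nM GCN5L2, 70uM acetyl-CoA, 75uM H3(1-25) peptide, pH 7.5. Fluorescence read at 340/540nm at start and after 20 min at room temperature.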
TDP1 inh = qHTS Assay for Inhibitors of Tyrosyl-DNA Phosphodiesterase (TDP1); Tyrosyl-DNA phosphodiesterase 1 (Homo sapiens), Q9NUW8; recombinant TDP1, AlphaScreen DNA substrate cleavage; Potency, µM (highest dose often 130 µM), without a hit: top-dose activity change, negative = inhibition, actives largely listed as inhibitors; hit rate 0.28% among 350,000; AID 485290, 2010; also: nearly all actives have a fitted effect of over 40% in size
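Compounds were preincubated with Tdp1 (1 nM final) for 15 min at room temperature before substrate (15 nM final) started a 5 min reaction; beads (10 ug/ml final) were then added for 10 min before AlphaScreen detection.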
Numbers without * were called inactive; ? = inconclusive; . = no result given; & = joins results of further samples; [ ] = another dose, or the depositor's remark. Calls follow the shape of the dose curve; as a rule, active = well fitted curve in the direction sought with a large enough effect; inconclusive = small, poorly fitted or top-dose-only effect, or another doubt; inactive = no such curve, though single readings can be large; an effect the other way counts as inactive or inconclusive. % is scaled to controls: 0 for no effect and ±100 for the full control effect; potency is read from the fitted curve at half-maximal effect. Some of the compounds tested; count on the stated rates, not on these rows.

Structure,DT40 TDP1 no CPT,KAT2A inh,TDP1 inh
CC1CC(Nc2ccccc2)c2ccccc2N1C(=O)c1ccccc1F (stereo unspecified),1.03µM*,-14.9%,.
COc1ccc2[nH]c(I)c(CCNC(C)=O)c2c1,3.8%&-4.5%,.,13.4%&13.1%
CCOC(=O)N1CCN(C(=O)c2ccc(CNS(=O)(=O)c3ccc(OC)cc3)cc2)CC1,-26.8%,-0.3%,2.8%
COC(=O)c1c(NC(=O)c2nc(SCc3cccc(C)c3)ncc2Cl)sc2c1CCCC2,-2.8%,-9.6%,0.0%
Oc1ccc(Cl)c2c1CCC2,-27.0%,-11.3%,-2.7%
CCOc1ccc(C(=O)Nc2ccc(OCc3cc(=O)n4cccc(C)c4n3)cc2)cc1,14.5%,-7.8%,-2.7%
O=C(COC(=O)c1cc([N+](=O)[O-])ccc1N1CCOCC1)NCc1ccc(F)cc1,0.4%,-5.9%,2.4%
Cc1ccc(-n2c(SCC(=O)NCc3ccco3)nc3sc4c(c3c2=O)CC(C)(C)SC4)cc1,-12.8%,0.4%,4.8%
COCCCN(CC(=O)O)S(=O)(=O)c1ccccc1,3.0%,-3.1%,0.0%
COc1ccc(/C(O)=C/C(=O)C(=O)Nc2c(C)n(C)n(-c3ccccc3)c2=O)cc1,-10.9%,-10.7%,2.0%
COc1ccc(C2c3sc(=O)[nH]c3SC3C4CCC(C4)C23)cc1 (stereo unspecified),-8.3%,-11.6%,0.0%
COc1ccc(OCCN2CCN(C(=O)c3ccc(OC)cc3)CC2)cc1,-23.5%,-22.3%,.
CCN(CC)c1ccc(NC(=O)CSc2ccsc2[N+](=O)[O-])c(C)c1,18.4µM*,-18.9%,-2.3%
Cc1cccc(OCC(O)Cn2c(NCCCOC(C)C)nc3c2c(=O)[nH]c(=O)n3C)c1 (stereo unspecified),?,-1.4%,2.8%
COc1ccc(S(=O)(=O)Nc2ccc(F)cc2)cc1N(C)S(=O)(=O)c1ccc(Cl)cc1,?,7.0%,2.1%
CCc1ccc2oc(C(=O)N3CCN(c4ccc(OC)cc4)CC3)cc(=O)c2c1,?,-1.6%,.
CCOc1ccc(NN=C(C(=O)OC)C(=O)OC)c([N+](=O)[O-])c1,-30.2%,8.6%,2.5%
CCCSc1ccc(-c2nn(-c3ccccc3)cc2/C=C(/C#N)C(=O)NCCCOC)cc1,-18.5%,-0.5%,2.8%
O=C(/C=C/c1ccccc1)NC1CCSC1=O (stereo unspecified),-15.1%,1.2%,0.0%
O=C(c1ccccn1)c1ncc(C(F)(F)F)cc1Cl,0.5%,-6.4%,3.2%
Cn1c(C(=O)Nc2ccc3c(c2)OCO3)cc2c(=O)n(C)c3ccccc3c21,?,-8.0%,5.2%
CCN1CCN(CC(=O)N/N=C/c2cc(Br)cs2)CC1,-15.2%,-1.1%,.
CCn1c(-c2cccn(Cc3ccccc3)c2=O)n[nH]c1=S,-9.3%,-2.5%,?
O=C(NC(=S)Nc1ccc(NC(=O)c2ccco2)cc1)c1ccccc1,-12.2%,-4.5%,0.0%
CC1CCC2(CC1)NC(=O)N(CC(=O)NC1(C#N)CCCCC1)C2=O (stereo unspecified),-16.0%,1.2%,-0.2%
CC1CC(C)CN(C(=O)COC(=O)C2CCN(S(=O)(=O)c3ccc4c(c3)OCCO4)CC2)C1 (stereo unspecified),-3.1%,-2.9%,-0.4%[0.505 µM]
CCc1ccc(NC(=O)N(Cc2c[nH]c3ccccc23)C2CCCCC2)cc1,6.51µM*,-4.2%,2.3%
COCC(COS(N)(=O)=O)C(C)C (stereo unspecified),-6.7%,-7.8%,.
Cc1ccccc1Cn1cc(NC(=O)c2cc(C3CC3)on2)cn1,-24.1%,-16.5%,.
CCC(OC(=O)C1=Cc2ccccc2OC1)C(=O)NCc1ccco1 (stereo unspecified),25.9µM*,-4.8%,5.1%
O=C(NNC1CC(=O)N(c2ccc(Br)cc2)C1=O)c1ccccn1 (stereo unspecified),-10.7%,-6.5%,8.1%
CC(C)Oc1ccc(/C=N/NC(=O)c2nnn(-c3nonc3N)c2CN(C)c2ccccc2)cc1,?,-14.1%,3.4%
Cc1nc(C(=O)O)nn1-c1ccc([N+](=O)[O-])cc1,13.1%,-4.1%,.
COc1ccc(NC(=O)NC2CCCCC2C)cc1 (stereo unspecified),0.3%,11.2%,1.8%
COCCCNC(=S)Nc1cc(C)c(C)cc1C,-2.6%,-6.0%,.
Cc1cc(C)c(C)c(S(=O)(=O)N(C)CCc2ccccn2)c1C,23.1µM*,-8.6%,-0.2%
O=C(O)c1ccc(CSc2nnc(COc3ccccc3)o2)cc1,-26.0%,-2.4%,2.7%
C=C1CCC[C@]2(C)C[C@H]3OC(=O)C(CNC(C)(CO)CO)[C@H]3CC12 (stereo partly specified),20.6µM*,-4.4%,.
CCOC(=O)c1ccc(CNC(=O)Cn2nnc(-c3ccccc3)n2)o1,8.6%,1.4%,-2.6%
CCCCCNCC(=O)Nc1cc(C(F)(F)F)ccc1OCCOC,?,-2.3%,3.7%
COc1ccccc1NC(=O)c1cnc(Nc2ccccc2OC)c2ccccc12,1.16µM*,-28.8%,?
CC(C)n1c(SCC(=O)Nc2ccc(F)cc2)nc2c(oc3ccccc32)c1=O,?,-2.1%,-3.9%
O=C(O)c1cccc(NC(=O)c2cccc(S(=O)(=O)Nc3cccc(C(=O)O)c3)c2)c1,0.7%,2.3%,-1.9%
COCc1[nH]nc2c1C(c1ccccc1OC)C(C#N)=C(N)O2 (stereo unspecified),-4.5%,0.9%,9.3%
CCSc1ncc(C#N)c(N)n1,-16.0%,0.2%,-2.0%
COc1ccc(C(CNc2ccc(S(=O)(=O)N3CCCC3)cc2[N+](=O)[O-])N2CCCC2)cc1 (stereo unspecified),?,-7.4%,5.6%
CS(=O)(=O)N1CCN(C(=O)c2c(F)cccc2F)CC1,-2.2%,-8.0%,6.2%
CCN1CNC(=S)N(c2ccccc2C)C1,-6.1%,1.6%,-2.6%
CCS(=O)(=O)N1CCN(S(=O)(=O)c2ccc3c(c2)OCCO3)CC1,-12.2%,-6.4%,23.4%
COc1c(C)cccc1C(=O)Nc1ccc(CN2CCCCC2)cc1,1.4%,0.2%,-0.9%

Going on with the list:
Structure,DT40 TDP1 no CPT,KAT2A inh,TDP1 inh
COc1cc(C(=O)OCC(=O)NCCC2=CCCCC2)cc(OC)c1OC,-28.8%,0.6%,2.3%
O=C(/C=C/Nc1cccc(C(F)(F)F)c1)C(F)(F)F,-17.5%,-5.4%,3.8%
NC(=O)COC(=O)C(Cc1ccccc1)NS(=O)(=O)c1ccccc1F (stereo unspecified),-11.6%,-5.1%,-1.0%
C=CCOc1ccc(C2N3CC4(C)CN2CC(CCC)(C3)C4=O)cc1 (stereo unspecified),?,-13.1%,4.0%
CCOC(=O)c1ccc(NC(=S)N2CCN(CCN=CC3=C(O)CC(C)(C)CC3=O)CC2)cc1,12.8%,-1.5%,2.8%
CCc1cc2c(=O)c(-c3cnn(-c4ccccc4)c3)c(C)oc2cc1OCC(=O)Nc1ccc(F)c(F)c1,9.2µM*,4.5%,4.5%
O=C(COC(=O)CCc1ccc(S(=O)(=O)N2CCOCC2)cc1)Nc1ncc(C(F)(F)F)cc1Cl,11.3%,-7.0%,0.0%
CSCCC(NC(=O)c1ccc(=O)n(C)n1)c1nc2ccccc2[nH]1 (stereo unspecified),-21.1%,-6.1%,6.1%
C(=N\c1ncnc2sccc12)/NOCc1ccccc1,9.2µM*,-20.2%,2.1%
CC1CCCN(C(=O)CCNS(=O)(=O)c2ccc(Br)cc2)C1 (stereo unspecified),-21.5%,-1.1%,.

(more compounds)
structure | DT40 TDP1 no CPT | KAT2A inh | TDP1 inh
COCCN1C(=O)c2cc(C(=O)Nc3cccc(F)c3)ccc2C1Nc1cccc(F)c1 (stereo unspecified) | -29.0% | 0.6% | 0.0%
CC(C)c1ccc(OCC(=O)N(Cc2cccs2)C2CCS(=O)(=O)C2)cc1 (stereo unspecified) | ? | 0.5% | 0.0%
O=C(CCS(=O)(=O)c1ccc(Cl)cc1)NCCN1C(=O)S/C(=C\c2ccccc2F)C1=O | 16.4µM* | 41.7%[activator] | 5.4%
COc1cccc(Cn2c(=O)c(-c3ccccc3)nc3cnc(N4CCNCC4)nc32)c1 | ? | -14.9% | .
Cc1ccccc1NC(=O)c1c(C)nc(SCC(=O)OCc2ccccc2)c(C#N)c1-c1ccc(F)cc1 | 14.6µM* | -3.7% | ?
CN(C)S(=O)(=O)c1cccc(NC(=S)N2CCCCC2CO)c1 (stereo unspecified) | -16.1% | -15.8% | 2.7%
Cc1nc2nncn2c(NCc2ccc(Cl)cc2)c1C | 0.82µM* | -3.1% | 4.7%
COc1ccc(CCn2c(N)cc(=O)[nH]c2=O)cc1OC | -3.1% | 6.7% | 0.0%
CCCN(CC(=O)Nc1ccccc1C)C(=O)c1ccc(COc2ccccc2)cc1 | ? | -12.5% | 0.1%
COc1ccccc1CN(C)C(=O)c1ccc(COc2ccccc2)cc1 | ? | -4.6% | -15.9%

Part of the list above in order of SMILES length, rising:
structure | DT40 TDP1 no CPT | KAT2A inh | TDP1 inh
Cc1nc2nncn2c(NCc2ccc(Cl)cc2)c1C | 0.82µM* | -3.1% | 4.7%
COc1ccccc1CN(C)C(=O)c1ccc(COc2ccccc2)cc1 | ? | -4.6% | -15.9%
CC(C)c1ccc(OCC(=O)N(Cc2cccs2)C2CCS(=O)(=O)C2)cc1 (stereo unspecified) | ? | 0.5% | 0.0%
COc1cccc(Cn2c(=O)c(-c3ccccc3)nc3cnc(N4CCNCC4)nc32)c1 | ? | -14.9% | .
O=C(CCS(=O)(=O)c1ccc(Cl)cc1)NCCN1C(=O)S/C(=C\c2ccccc2F)C1=O | 16.4µM* | 41.7%[activator] | 5.4%
Cc1ccccc1NC(=O)c1c(C)nc(SCC(=O)OCc2ccccc2)c(C#N)c1-c1ccc(F)cc1 | 14.6µM* | -3.7% | ?

Next part:
structure | DT40 TDP1 no CPT | KAT2A inh | TDP1 inh
CCN(CC(=O)Nc1c(F)cccc1F)C(=O)c1ccc(N2CCCC2=O)cc1 | -0.5% | -14.8% | -3.9%
COc1ccc(C)cc1NC(=O)c1cc2ccccn2n1 | -26.3% | -3.9% | -5.3%
O=[N+]([O-])c1ccc2c(c1)C(O)n1nc(-c3ccc(Cl)cc3Cl)nc1S2 (stereo unspecified) | 4.9% | 0.7% | 5.6%
CCc1ccc(OC(=O)Nc2ccccc2)cc1 | -1.7% | -5.3% | .
COc1ccc(CN(Cc2cc3ccc(C)cc3[nH]c2=O)Cc2nnnn2C2CCCC2)cc1 | 18.4µM* | -12.3% | 4.2%
CC(=O)NCC(=O)N(Cc1ccco1)C1(C(=O)NC2CCCC2)CCCCC1 | -4.3% | -2.3% | -2.6%
COc1ccc(NC(=O)CC2C(=O)N(C)C(=S)N2CCc2ccccc2)cc1 (stereo unspecified) | ? | -19.6% | 4.7%
CCN1CCN(c2nc(S(=O)(=O)c3ccc(C)cc3)c(Cl)s2)CC1 | ? | 1.8% | 3.6%
CNc1ccc(Br)cc1C(O)c1ccccc1 (stereo unspecified) | 1.1% | 0.6% | 7.0%
NS(=O)(=O)c1ccc(NC(=O)CN2C(=O)c3ccccc3C2=O)cc1 | -1.3% | 1.1% | 0.6%
Cc1nc2ccc(N=NN(C)C)cc2[nH]1 | 4.0% | ? | .
CC(C)NS(=O)(=O)c1ccc(OCC(=O)Nc2ccc(F)cc2)cc1 | ? | -12.4% | 2.7%
Cc1cc(O)c(C(c2cccc(F)c2)N2CCC(C)CC2)c(=O)n1Cc1ccco1 (stereo unspecified) | -13.6% | 0.6% | 2.7%
COc1cc(/C=C/C(=O)NC(=O)c2ccccc2O)ccc1OC(C)=O | ? | -14.0% | .
CCc1cc(=O)oc2c(CNCc3c(F)cccc3Cl)c(O)ccc12 | -1.9% | ? | .
O=c1cc(O)c2sc3nc(-c4cccnc4)cc(C(F)(F)F)c3c2[nH]1 | ? | -12.3% | -2.7%

Of the compounds above, these contain bromine.
structure | DT40 TDP1 no CPT | KAT2A inh | TDP1 inh
CCN1CCN(CC(=O)N/N=C/c2cc(Br)cs2)CC1 | -15.2% | -1.1% | .
O=C(NNC1CC(=O)N(c2ccc(Br)cc2)C1=O)c1ccccn1 (stereo unspecified) | -10.7% | -6.5% | 8.1%
CC1CCCN(C(=O)CCNS(=O)(=O)c2ccc(Br)cc2)C1 (stereo unspecified) | -21.5% | -1.1% | .
CNc1ccc(Br)cc1C(O)c1ccccc1 (stereo unspecified) | 1.1% | 0.6% | 7.0%
